Vif-A3G inh: inhibitors of Vif-APOBEC3G interaction; actives 0.076% (n = 410,000); HeLa A3G-eYFP + Vif (tagged APOBEC3G with the HIV-1 protein that degrades it), YFP fluorescence, overnight; AID 602310; Potency, µM (titrated, usually from 46.1 µM), for the others: top-dose activity, negative = active, usual class: inhibitors; Q9HC16;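 also: potency is read from the fitted curve at half-maximal effect; % is scaled to controls: 0 for no effect and ±100 for the full control effect; nearly all actives have a fitted effect of over 60% in size; hits raise eYFP signal because A3G escapes Vif-driven loss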
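HeLa cells stably expressing Vif and C-terminally eYFP-tagged A3G, seeded overnight at 37 deg C, then exposed to compound by pintool overnight at 37 deg C. Rise in yellow fluorescence (Ex 488/Em 500-530, Acumen) marks blocked Vif-driven A3G degradation.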
Glioma ERSR ind: induces the endoplasmic reticulum stress response in human glioma cells | U87-MG GRP78 promoter luciferase reporter, 16 h | AID 602332 | Potency, µM, for the others: at the highest dose activation, most hits filed as activators | actives 0.02% (n = 420,000); also: potency is read from the fitted curve at half-maximal effect; series mostly up to about 76 µM; % of control where 0% means no effect; nearly all actives have a fitted effect of over 35% in size
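Stably transfected U87-MG human glioma cells carrying a GRP78-based luminescent sensor were seeded at 1000 cells/well, pin-dosed with compounds and incubated 16 h. Luciferase reagent was then added, and end-point luminescence was read after 10 min at room temperature.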
TrxR1 inh: blocks rat thioredoxin reductase 1; O89049; recombinant rTrxR1, NADPH fluorescence consumption, selenite substrate; Potency, µM (doses to about 114 µM), without a hit: top-dose activity change, negative = inhibition, hits mostly inhibitors; actives 1% (n = 390,000); also: potency is read from the fitted curve at half-maximal effect; % is scaled to controls: 0 for no effect and ±100 for the full control effect; nearly all actives have a fitted effect of over 65% in size
Target sequence (O89049 whole entry, looked up): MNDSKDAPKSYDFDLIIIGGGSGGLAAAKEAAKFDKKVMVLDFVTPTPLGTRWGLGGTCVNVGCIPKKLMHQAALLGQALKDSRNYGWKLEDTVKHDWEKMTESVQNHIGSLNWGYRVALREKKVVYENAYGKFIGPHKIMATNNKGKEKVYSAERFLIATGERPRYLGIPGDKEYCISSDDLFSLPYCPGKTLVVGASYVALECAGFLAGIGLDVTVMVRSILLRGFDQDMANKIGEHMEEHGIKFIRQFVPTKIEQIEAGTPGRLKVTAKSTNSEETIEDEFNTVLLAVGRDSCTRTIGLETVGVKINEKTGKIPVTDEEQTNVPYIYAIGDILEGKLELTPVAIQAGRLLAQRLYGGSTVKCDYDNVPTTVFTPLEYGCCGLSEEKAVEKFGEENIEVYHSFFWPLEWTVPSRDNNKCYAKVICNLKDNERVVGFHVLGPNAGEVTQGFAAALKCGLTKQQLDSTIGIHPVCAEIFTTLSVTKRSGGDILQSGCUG
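Rat TrxR1 (90 nM in the dispensed reagent) was pre-reduced with 400 uM NADPH for 5 min at room temperature, then incubated with compound for 15 min. After 400 uM selenite was added, NADPH fluorescence (Ex 340/Em 450 nm) was followed for 8 min.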
Vif-A3F inh: blocks the Vif interaction with APOBEC3F; AID 602313; Potency, µM (doses to about 46.1 µM), for inactives: at the top dose activity, negative = active; HeLa A3F-eYFP + Vif (tagged APOBEC3F with the HIV-1 protein that degrades it), YFP fluorescence increase; actives 0.2% (n = 390,000); also: potency is read from the fitted curve at half-maximal effect; % of control where 0% means no effect; nearly all actives have a fitted effect of over 65% in size
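Fluorescence increase (Ex 488/Em 500-530) after overnight compound treatment at 37 deg C flags inhibition of Vif-driven A3F-eYFP loss in stable HeLa A3F-eYFP/Vif cells seeded overnight beforehand.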
TrxR1 substrate: substrates of rat thioredoxin reductase 1; O89049; purified TrxR1 substrate turnover, NADPH consumption readout; Potency, µM (series often up to 114 µM), without a hit: at the top dose activity change, negative = substrate turnover; actives 0.01% (n = 390,000); AID 588456; also: potency is read from the fitted curve at half-maximal effect; % is scaled to controls: 0 for no effect and ±100 for the full control effect; nearly all actives have a fitted effect of over 50% in size
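Rat TrxR1, dispensed at 90 nM, was prereduced with 400 uM NADPH (final) for 5 min at ~22 deg C, then incubated with compound 15 min before 400 uM selenite. A first-read NADPH fluorescence drop versus no-compound background flagged substrates.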
LDHA block: blocks human lactate dehydrogenase A; purified LDHA, NADH/diaphorase-resazurin fluorescence; stronger effect = lower value; activity change, % (values are at about 110 or 230 µM); actives 0.15% (n = 480,000); in the data active = activity change below about -30%; inconclusive = mostly about -25% to -30%;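 also: plate controls were DMSO wells for no effect and wells without enzyme for full effect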
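Resorufin fluorescence (ex540/em590), read at 0 and 20 min after diaphorase/resazurin addition, reports the NADH left after a 5 min room-temperature reaction of 2 nM human LDH5 with 0.06 mM NADH and 0.2 mM pyruvate.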
RGS4 inhibitor: blocks human RGS4-accelerated GTP hydrolysis. P49798. Transcreener GDP fluorescence polarization, RGS4-accelerated GTP hydrolysis. Potency, µM (top dose mostly 114 µM), inactives show at the highest dose activity change, negative = inhibition, most hits filed as inhibitors. actives 0.039% (n = 390,000). AID 504845; also: potency is read from the fitted curve at half-maximal effect; % is scaled to controls: 0 for no effect and ±100 for the full control effect; nearly all actives have a fitted effect of over 75% in size; some results filed as inactive show a strong effect at the top dose
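MLSMR compounds (23 nl, pin-transferred) preincubated 10 min at room temperature with a 500nM (2x) first reagent, then RGS4 at 900nM (2x) plus Transcreener GDP mix added; fluorescence polarization (620/688 nm) read before and after 90 min at 30 °C.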
IDH1 R132H inh: human IDH1 R132H inhibition; O75874; Potency, µM (series often up to 76.6 µM), without a hit: at the top dose activity change, negative = inhibition, most hits filed as inhibitors; actives 0.093% (n = 390,000); IDH1-R132H enzyme, NADPH consumption, diaphorase/resazurin fluorescence; also: potency is read from the fitted curve at half-maximal effect; % is scaled to controls: 0 for no effect and ±100 for the full control effect; nearly all actives have a fitted effect of over 65% in size
Target sequence (O75874 whole entry R132H, stated change not applied): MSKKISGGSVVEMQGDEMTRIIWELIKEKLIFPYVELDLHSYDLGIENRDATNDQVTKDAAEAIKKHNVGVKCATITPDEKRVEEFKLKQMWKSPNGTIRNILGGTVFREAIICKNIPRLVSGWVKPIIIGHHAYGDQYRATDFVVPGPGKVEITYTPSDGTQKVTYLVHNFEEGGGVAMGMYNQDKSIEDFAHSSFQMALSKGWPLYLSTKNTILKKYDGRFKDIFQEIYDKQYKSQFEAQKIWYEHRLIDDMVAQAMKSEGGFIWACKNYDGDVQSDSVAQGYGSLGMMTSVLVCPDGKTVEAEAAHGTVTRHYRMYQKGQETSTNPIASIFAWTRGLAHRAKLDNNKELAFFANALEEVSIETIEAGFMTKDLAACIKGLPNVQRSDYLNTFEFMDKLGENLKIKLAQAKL
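IDH1-R132H (0.5 ug/mL dispensed) in pH 7.5 Tris buffer was preincubated 30 min with compound, then given a substrate mix of 0.016 mM NADPH and 2 mM alpha-KG for 80 min at room temperature; remaining NADPH was read by diaphorase/resazurin fluorescence.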
USP1 inh: USP1/UAF1 (human) deubiquitinase inhibition | Potency, µM (titrated, usually from 57.1 µM), inactives show at the highest dose activity change, negative = inhibition, usual class: inhibitors | actives 0.23% (n = 390,000) | recombinant USP1/UAF1, Ub-Rhodamine cleavage fluorescence; also: potency is read from the fitted curve at half-maximal effect; % is scaled to controls: 0 for no effect and ±100 for the full control effect; nearly all actives have a fitted effect of over 60% in size; inactives centre near -12
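1 nM enzyme complex + cpd, 15 min RT; start with Ub-Rho 150nM final; kinetic fluorescence ex 480/em 540, 6 reads q60 s. Buffer 50mM HEPES pH 7.8, 0.5mM EDTA, 0.1 mg/ml BSA, 1mM TCEP, 0.01% Tween-20.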
Active calls of the source: *; ? = inconclusive; nt = not tested or not shown; & = joins results of further samples; [ ] = another dose, or the depositor's remark. Unless noted, calls follow the shape of the dose curve; as a rule, active = well fitted curve in the direction sought with a large enough effect; inconclusive = small, poorly fitted or top-dose-only effect, or another doubt; inactive = no such curve, though single readings can be large; an effect the other way counts as inactive or inconclusive.

Molecule	Vif-A3G inh	Glioma ERSR ind	TrxR1 inh	Vif-A3F inh	TrxR1 substrate	LDHA block	RGS4 inhibitor	IDH1 R132H inh	USP1 inh
Cc1cccc(NC(=O)Cn2nc([N+](=O)[O-])c(Br)c2C)n1	-5.5%	-8.7%	15.3%[57.1 µM]	-0.6%	4.3%[57.1 µM]	-2.6	-14.6%	0.1%	-16.1%
CC(=O)c1ccc(N2CCN(S(=O)(=O)c3cccc4nsnc34)CC2)cc1	0.0%	-5.0%	13.2%[11.4 µM]	-1.0%	-5.8%	-3.3	?	18.8%	-17.8%
O=C(NCc1cccnc1)C1CC(c2ccccc2O)=NO1 (stereo not drawn)	0.3%	-3.9%	17.2%[11.4 µM]	6.7%	-4.0%[11.4 µM]	4.2	16.7%	-0.3%	-6.9%
COCC(=O)Nc1nc(-c2ccc(C)cc2)c(C)s1	-9.6%	7.2%	-1.0%[57.1 µM]	8.3%	10.0%[57.1 µM]	-1.6	10.9%	5.6%	-17.0%
O=C(NC1CCCC1)C(c1ccsc1)N(C(=O)Cc1cccs1)c1ccc(F)cc1 (stereo not drawn)	0.4%	-3.6%	22.7%	-0.6%	9.4%	-11.1	12.4%	0.0%	-2.4%
C=CCn1c(SCC(=O)NCCCO)nc2sc3c(c2c1=O)CCC3	8.9%	-1.2%	21.6%	0.1%	0.3%	-3.0	-12.3%	1.8%	-23.3%
c1cc(-c2nnc3n2CCC3)[nH]n1	-0.5%	-3.3%	19.3%	-5.0%	10.3%	-0.5	16.9%	-2.0%	-22.2%
COc1ccc(Cn2ccc3nc(C)c(C(=O)N4CCN(c5cc(C)ccc5C)CC4)cc3c2=O)cc1	-1.1%	-3.8%	14.3%[57.1 µM]	0.0%	3.9%[57.1 µM]	3.7	-18.1%	7.1%	-26.0%
CC1CCN(C(=O)c2cc(Cl)nc3ccccc23)CC1	0.6%	1.6%	-0.8%	-17.3%	-13.0%	-5.6	39.4%	-7.1%	-13.4%
Cc1cccc(-c2noc(-c3cc4ccccc4oc3=O)n2)c1	-9.2%	-0.3%	?	-2.3%	23.5%[57.1 µM]	-1.5	6.2%	13.9%	-2.7%
CC(C)c1ccc(/C=C/C(=O)NCc2ccc(S(N)(=O)=O)cc2)cc1	3.6%	1.0%	17.5%[57.1 µM]	17.8%	-7.4%	-2.6	-6.0%	-1.5%	?
Cn1nnnc1SCC(=O)N1CCCc2ccccc21	-0.5%	-6.0%	5.0%[57.1 µM]	-4.6%	-9.2%[57.1 µM]	-3.6	-5.3%[11.4 µM]	4.9%	-14.1%
CC(C)(Oc1ccc(Cl)cc1)C(=O)NCc1ccco1	-6.2%	8.8%	-70.6%	-2.3%	9.9%[57.1 µM]	-8.4	?	-1.8%	-6.0%
Cc1cc(C(=O)CSc2nc3ccccc3c(=O)[nH]2)c(C)n1C	-8.8%	0.8%	?	3.1%	-4.8%	-1.9	?	3.2%	3.4%
O=C(c1cc(Cl)c(=O)n(Cc2ccccc2)c1)N1CCOCC1	0.4%	-2.7%	6.0%	-7.0%	1.8%	1.4	17.7%	-1.9%	-13.4%
CC(=O)Nc1ccc(Oc2sc(C(=O)c3ccccc3)c(N)c2C#N)cc1	-12.7%	-4.4%	?	-0.5%	1.1%[57.1 µM]	-4.2	13.6%	-23.6%	4.6%
COc1cc(C)c(C2NC(=O)c3ccccc3N2)cc1C (stereo not drawn)	?	-5.2%	7.0%	-22.4%	95.6%[activator]	-0.9	-6.7%	3.3%	-23.2%
CCc1ccc(-c2nc(CN3CCC(C(=O)NCCN(CC)c4ccccc4)CC3)c(C)o2)cc1	-1.9%	-6.0%	-1.4%	-8.0%	-1.0%	3.0	-11.7%	-2.9%	-8.0%
COCCn1c(SCCCc2ccccc2)nc2c1c(=O)[nH]c(=O)n2C	1.0%	-0.5%	16.3%[57.1 µM]	5.8%	9.5%[57.1 µM]	-0.5	?	4.4%	-17.4%
CC1Cc2ccccc2N1C(=O)c1cnc2sccn2c1=O (stereo not drawn)	-0.1%	2.0%	-2.8%[57.1 µM]	-3.6%	-4.8%[57.1 µM]	-1.0	-16.1%	-4.4%	-1.4%
Cc1ccc(-n2ncc3c(NCc4cccnc4)ncnc32)c(C)c1	-0.2%	-3.9%	17.2%	2.8%	7.9%	-3.2	18.4%	-4.0%	-0.4%
CCOc1ccc(NC(=O)Cn2c(=O)n(CCCS(=O)(=O)C3CCCCC3)c(=O)c3ccccc32)cc1	1.7%	-4.2%	10.1%	1.2%	1.1%	-0.5	13.3%	3.1%	?
CC1CCN(S(=O)(=O)c2ccc(S(=O)(=O)NCc3ccccc3)cc2)CC1	2.8%	-8.2%	4.1%	-0.9%	-3.6%	0.5	-17.7%	-0.9%	-14.0%
CCCN(CCC)CCNC(=O)CS(=O)Cc1nc(-c2ccc(OC)c(OC)c2)oc1C (stereo not drawn)	-0.1%	-0.5%	18.5%	-14.9%	20.5%	7.7&-6.1	8.5%	-1.6%	-2.0%
O=C(NCc1ccon1)C1CCC(=O)N(CCc2ccc(Cl)cc2)C1 (stereo not drawn)	2.1%	-5.2%	3.4%	0.8%	-4.0%	-2.9	10.9%	-2.2%	3.8%
CCOC(=O)N1CCN(c2nc(C(F)(F)F)nc3c(C)cc(C)cc23)CC1	1.6%	-2.2%	2.6%	nt	1.8%	-10.6	26.3%	4.7%	-16.2%
COc1ccc(N=C2C(=O)Nc3ccccc32)cc1	2.4%	-1.2%	9.6%	-16.6%	-8.4%	22.6	-3.4%	1.3%	1.6%
CN1C[C@@H]2[C@@H]3C(=O)N(C)C(=O)[C@@H]3[C@](C)(C1=O)N2C(=O)c1ccc(Cl)cc1	-8.9%	5.7%	17.7%[57.1 µM]	-4.2%	5.8%[57.1 µM]	-3.1	-4.4%	-7.4%	0.9%
CC(=O)N1CCN(c2ccc(NC(=O)c3cccc(OCc4ccccc4)c3)cc2)CC1	-5.3%	-2.0%	0.7%	-8.3%	3.2%	-3.1	-23.0%	1.3%	-17.5%
Cc1noc(C)c1C(=O)Nc1ccc2c(c1)CCC2	-4.5%	-1.4%	32.3%[activator]	-12.6%	5.8%	-9.4	28.4%	9.7%	-3.0%
O=C(Nc1ccccc1C(=O)OCc1cc(=O)n2nc(C3CC3)sc2n1)c1ccc(Cl)cc1	-6.1%	-2.6%	7.4%[57.1 µM]	3.9%	4.0%[57.1 µM]	-2.4	-4.7%	11.8%	-20.9%
O=C(Oc1ccc2ccccc2c1)C1CCC1	0.0%	-2.1%	28.0%	-1.5%	1.7%	1.9	10.0%	-9.2%	-29.4%
CCOc1ccccc1-c1nc(CN2CCCN(C(=O)c3ccco3)CC2)c(C)o1	0.5%	-4.6%	?	9.7%	-5.6%	1.0	-11.5%	4.7%	-16.5%
Nc1c(C(=O)NCCc2ccccc2)nnn1CC(=O)Nc1ccc(Cl)cc1	-1.5%	-0.2%	5.4%	-15.8%	-4.1%	-17.4	?	35.0%[activator]	-19.9%
CC(C)(C)NC(=O)CC1C(=O)NCCN1Cc1c(F)cccc1Cl (stereo not drawn)	-0.1%	0.6%	28.6%	13.1%	18.1%[57.1 µM]	-4.6	-18.5%	5.5%	0.3%
CCN(CC)CCCNC(=O)c1cn(CC)c2cc(N3CCN(C(=O)c4ccco4)CC3)c(F)cc2c1=O	2.3%	0.1%	70.8µM*	1.0%	76.1%[activator]	2.5	-9.4%	0.0%	-20.7%
O=C1CC(N2CCC(c3nc4ccccc4[nH]3)CC2)C(=O)N1Cc1ccccc1 (stereo not drawn)	0.8%	0.0%	-24.5%	-12.6%	1.1%	-2.4	-2.5%	-0.6%	8.2%
COc1ccc(OC)c(NC(=S)N2CCN(c3ccccn3)CC2)c1	-5.1%	0.6%	-1.8%[57.1 µM]	2.6%	8.0%[57.1 µM]	1.8	-19.4%	1.2%	-2.8%
COc1ccc(S(=O)(=O)N2CCC(C(=O)N[C@@H](C)C(=O)NC3CC3)CC2)cc1	0.4%	-4.9%	34.5%	3.9%	9.0%	-2.0	6.6%	10.2%	-17.9%
CCCN(CCC)CCCNC(=O)c1cc2cc3ccc(Cl)cc3nc2o1	0.9%	-0.5%	12.3%[57.1 µM]	-30.1%	8.7%[57.1 µM]	-7.9	0.4%	2.7%	-0.7%
Cc1ccc(NC(=O)C2CCCN(c3nc4ccccc4s3)C2)c(C)c1 (stereo not drawn)	-1.0%	-0.1%	18.3%	-0.1%	5.3%	-3.3	-7.1%	-1.1%	-27.1%
O=C(NCC1CCCO1)c1ccc(Br)s1 (stereo not drawn)	2.0%	12.7%	-1.7%	0.3%	-0.7%	-6.1	6.7%	-10.7%	-21.8%
CCOC(=O)c1sc(SCC(=O)Nc2ccc(N(C)C)cc2)nc1N	-2.1%	7.4%	-10.6%[57.1 µM]	3.3%	-2.9%[57.1 µM]	4.9	-20.6%	-3.1%	-19.8%

Screens: PubChem BioAssay, National Center for Advancing Translational Sciences (NCATS)

These rows are one share of the data, so the mix of outcomes need not match the whole.
